Source: PubChem BioAssay (several laboratories)
NCOA1 inh: inhibitors of human steroid receptor coactivator 1 (SRC1); 360,000 compounds, 0.12% hits; inhibition, % at 3.6 µM; Q15788; HEK293 GAL4-SRC1 luciferase reporter, luminescence;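 active means inhibition above the campaign mean plus 3 SD, with each screening campaign given its own cutoff, cut at about 60% in these data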;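 further: 0% = DMSO treated cells and 100% = gossypol at 36 µM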
CF NFkB inh: inhibitors of cystic fibrosis induced NF-kB. KKLEB NF-kB-GFP reporter, PAF-induced, GFP fluorescence overnight. inhibition, % at 5 µM. 360,000 compounds, 0.86% hits;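 active means at least 50% inhibition at 5 µM, scaled per plate between neutral and stimulator controls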;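 further: PAF is a Pseudomonas aeruginosa culture filtrate used as stimulus; plate controls were PAF-stimulated DMSO wells for no effect and unstimulated DMSO wells for full effect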
TWEAK-Fn14 inh: inhibitors of TWEAK-Fn14 interaction signaling; TWEAK-stimulated Fn14 reporter cells, luciferase luminescence, 8 h; 360,000 compounds, 2% hits; inhibition, % at 10 µM; in the data active means inhibition above about 50%
SRC3 inh: inhibits human SRC3 coactivator | Q9Y6Q9 | HEK293 GAL4-SRC3 luciferase reporter, luminescence | inhibition, % at 3.6 µM | 360,000 compounds, 0.17% hits;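 active means inhibition above a per-campaign cutoff, the mean of all compounds plus 3 SD, cut at about 60% in these data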;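 further: 0% = DMSO-treated cells and 100% = gossypol-treated cells at 36 µM; higher means less SRC3-driven luciferase light from the GAL4 reporter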
EBV LMP1 NFkB: Epstein-Barr LMP1 NF-kappaB reporter inhibition | LMP1-induced NF-kappaB luciferase reporter cells, luminescence | inhibition, % at 12.5 µM | 350,000 compounds, 0.69% hits; in the data active means inhibition above about 41%; inconclusive means no clear call, values can overlap the other calls;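 further: 0% = neutral control wells and 100% = reference inhibitor control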
TRAIL sens C8: sensitizes caspase-8 expressing cells to TRAIL; inhibition (viability loss, TRAIL sensitization), % at 10 µM; 360,000 compounds, 1% hits; AID 624354; NB7+C8 cells + TRAIL, ATPlite viability luminescence;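 active means compounds causing at least 50% loss of cell viability in the single-dose screen, relative to plate controls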
TROY NFkB inh: blocks TROY-dependent signaling in reporter cells | Q293 LMP1-TROYcd NF-kB luciferase reporter, 4 h | inhibition, % at 10 µM | 360,000 compounds, 0.98% hits | AID 1347056;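 active means compounds whose plate-normalised and pattern-corrected inhibition of the luciferase reporter signal at the single screening dose is 50% or more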
Shn3 inh set2: Schnurri-3 reporter inhibition in Clone20 osteoblasts; Clone20 osteoblast Shn3 3'UTR firefly luciferase, 24 h; inhibition, % at 12.5 µM; 360,000 compounds, 0.52% hits;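 active means mean inhibition of at least 75% with every replicate also reaching 75%; inconclusive means mean inhibition at least 75% but some replicate below; inactive means mean inhibition below 75%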;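 further: 0% = median of neutral control wells and 100% = pilot-screen positive control compound; some compounds past the cut are filed as inactive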
KKLEB cytotox: counter-screen for CF NF-kB inhibitors: cytotoxicity. activity change (cytotoxicity), % at 5 µM. 360,000 compounds, 0.36% hits. AID 602141. KKLEB CF airway cells viability, ATPlite luminescence, overnight; active compounds read low; cells stimulated with P. aeruginosa culture filtrate;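 active means corrected activity change at or below -50% at 5 µM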
COUP-TFII inh: NR2F2 (human) inhibition, primary screen. AID 686940. HEK293T NGFI-A luciferase reporter, luminescence. inhibition, % at 8.6 µM. P24468. 370,000 compounds, 0.7% hits;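 active means inhibition above a per-plate cutoff, mean inhibition of test wells between control levels plus 3 SD, cut at about 38% in these data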;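 further: cells cotransfected with COUP-TFII expression vector driving the NGFI-A reporter; 0% = median of COUP-TF2 test wells and 100% = reporter-only cells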
Target sequence (P24468 whole entry, looked up): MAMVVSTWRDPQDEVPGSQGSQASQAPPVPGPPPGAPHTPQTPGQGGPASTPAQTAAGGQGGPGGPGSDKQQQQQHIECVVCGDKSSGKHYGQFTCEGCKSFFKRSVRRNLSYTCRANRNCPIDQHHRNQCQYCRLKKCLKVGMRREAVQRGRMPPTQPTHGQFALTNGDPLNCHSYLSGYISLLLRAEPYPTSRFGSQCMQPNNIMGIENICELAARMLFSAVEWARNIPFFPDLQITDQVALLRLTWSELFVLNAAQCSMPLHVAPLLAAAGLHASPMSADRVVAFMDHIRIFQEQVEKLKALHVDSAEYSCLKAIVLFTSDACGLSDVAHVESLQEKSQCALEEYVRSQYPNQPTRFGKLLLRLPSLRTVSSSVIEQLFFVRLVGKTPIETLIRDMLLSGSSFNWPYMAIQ
NR5A2 inv ag: inverse agonists of human LRH-1 (NR5A2); 360,000 compounds, 0.13% hits; inhibition, % at 3.6 µM; HEK293T StAR-luciferase reporter, LRH-1 transfected, 24 h; AID 602396; O00482;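 active means inhibition above the mean inhibition of all tested compounds plus 3 SD, cut at about 73% in these data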;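 further: 0% = DMSO wells and 100% = reporter-only cells lacking LRH-1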
Target sequence (O00482 whole entry, looked up): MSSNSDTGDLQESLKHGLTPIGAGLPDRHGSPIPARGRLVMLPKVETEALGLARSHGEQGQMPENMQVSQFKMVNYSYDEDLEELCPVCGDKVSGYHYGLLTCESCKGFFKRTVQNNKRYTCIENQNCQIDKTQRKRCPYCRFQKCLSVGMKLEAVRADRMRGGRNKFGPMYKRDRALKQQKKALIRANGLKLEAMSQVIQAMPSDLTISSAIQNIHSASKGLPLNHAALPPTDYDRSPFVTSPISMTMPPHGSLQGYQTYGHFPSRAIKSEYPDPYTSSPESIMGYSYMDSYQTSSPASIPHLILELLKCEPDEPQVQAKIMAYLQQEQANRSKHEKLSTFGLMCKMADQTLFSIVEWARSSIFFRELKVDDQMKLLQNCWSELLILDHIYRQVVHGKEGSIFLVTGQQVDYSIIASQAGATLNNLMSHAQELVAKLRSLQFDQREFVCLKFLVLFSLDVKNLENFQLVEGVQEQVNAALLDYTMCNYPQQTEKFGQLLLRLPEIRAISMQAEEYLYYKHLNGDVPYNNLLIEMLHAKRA
Numbers without * were called inactive; ? = inconclusive; · = no result given. Some of the compounds tested; the hit share may differ from the screen's.

SMILES	NCOA1 inh	CF NFkB inh	TWEAK-Fn14 inh	SRC3 inh	EBV LMP1 NFkB	TRAIL sens C8	TROY NFkB inh	Shn3 inh set2	KKLEB cytotox	COUP-TFII inh	NR5A2 inv ag
NC(Cc1ccccc1)c1csc(NC(=O)Nc2ccccc2Oc2ccccc2)n1 (stereo not given)	-6	7	24	-24	·	75*	12	?	-13	5	-11
O=C(COC(=O)CNC(=O)c1ccccc1)NCCc1ccccc1	-17	16	-21	4	-8	0	-5	0	-7	-3	7
CN(Cc1ccc(F)cc1)C(=O)c1cccc(S(=O)(=O)N2CCN(c3ccc(F)cc3)CC2)c1	4	0	35	17	14	18	35	77	3	24	17
COc1ccc(NC(=O)NNC(=O)C(C)Oc2ccc(C(C)C)cc2)c(OC)c1 (stereo not given)	-10	-40	18	-5	-7	7	7	-10	19	-4	-5
COc1ccc(C(=O)O)cc1S(=O)(=O)N1CCSCC1	-1	-23	1	-1	0	-11	-15	20	1	4	5
COCCN1C(=O)C(=O)/C(=C(/O)c2ccc(S(=O)(=O)N3CCOCC3)cc2)C1c1cccc(O)c1 (stereo not given)	-8	-26	-2	-7	-3	-22	0	4	27	-2	-16
CC(C)c1c(C(=O)N/N=C/c2ccoc2)nnn1-c1nonc1N	-7	2	-4	8	-3	-25	-13	-7	-2	-7	-16
CN(C)c1ccc(/C=C/C(=O)c2ccc3c(c2)OCCO3)cc1[N+](=O)[O-]	-20	15	22	10	18	-7	-26	9	-31	-35	-13
c1ccc(-c2nc(NCCCn3ccnc3)c3oc4ccccc4c3n2)cc1	11	-17	22	8	-8	2	-7	27	12	9	30
COC(=O)c1ccc(Oc2nc(SC)nc(N(C)C)n2)cc1	11	6	-7	-28	·	5	2	-3	-14	0	-14
Cc1ccc(Cl)cc1NS(=O)(=O)c1cn(C)nc1C	10	-3	-1	4	2	-8	-27	3	9	-9	-12
N#C/C(=C/c1ccccc1)c1nn(CCO)c(N)c1C#N	-23	-7	-19	-13	-14	-7	-28	-20	4	-10	-30
Cc1nsc2nc3c(F)c(F)c(F)c(F)c3cc12	6	-25	-9	-16	2	20	-2	22	3	-3	-5
Cc1oc2c(C)c3oc(=O)c(CCC(=O)NCCCN4CCOCC4)c(C)c3cc2c1C	-4	-7	-13	-4	0	-13	15	-12	4	14	-5
CCOc1ccc(NC(=O)N2CCN(c3nc4ccccc4s3)CC2)cc1	15	-10	18	7	2	-3	-7	40	3	17	-28
C#CCN(C[C@@H]1[C@@H](OC(=O)NCc2ccco2)[C@@H](OC(=O)NCc2ccco2)CN(C(=O)OC(C)C)N1C(=O)OC(C)C)S(=O)(=O)c1ccc(C)cc1	-9	22	13	-3	-19	17	16	-9	5	5	5
C[C@@H]1CN([C@H](C)CO)C(=O)Cc2cc(NS(=O)(=O)c3ccc(Cl)cc3)ccc2O[C@H]1CN(C)Cc1ccc(C(F)(F)F)cc1	-2	14	33	0	0	21	37	16	-19	·	12
COc1cccc(C2NC(=O)NC(C)=C2C(=O)Nc2cccc(C)c2C)c1 (stereo not given)	2	4	4	2	1	-1	-9	-1	7	13	7
COc1cc(OC)cc(C(=O)N2CCN(C(=O)COc3ccc4ccccc4c3)CC2)c1	-6	14	-5	13	-2	25	0	-1	-7	-25	-4
CC(C)(C)c1ccc(C(=O)N2CCC2(C)C(=O)Nc2cccc3ncccc23)cc1 (stereo not given)	3	8	8	-2	·	-1	21	15	-1	1	6

Overlap with the part before: 2 compounds, then new ones.
SMILES	NCOA1 inh	CF NFkB inh	TWEAK-Fn14 inh	SRC3 inh	EBV LMP1 NFkB	TRAIL sens C8	TROY NFkB inh	Shn3 inh set2	KKLEB cytotox	COUP-TFII inh	NR5A2 inv ag
COc1cc(OC)cc(C(=O)N2CCN(C(=O)COc3ccc4ccccc4c3)CC2)c1	-6	14	-5	13	-2	25	0	-1	-7	-25	-4
CC(C)(C)c1ccc(C(=O)N2CCC2(C)C(=O)Nc2cccc3ncccc23)cc1 (stereo not given)	3	8	8	-2	·	-1	21	15	-1	1	6
N#C/C(=C\c1c(F)cccc1Cl)C(=O)NC1CC1	-7	-11	-18	2	9	9	-90	-16	2	11	-7
O=[N+]([O-])c1ccc(N=Cc2c(O)ccc3ccccc23)cc1	2	-2	-2	7	-11	-9	-7	8	19	-13	3
Cc1sc2ccccc2c1CNC[C@H]1O[C@@H](n2cnc(C(N)=O)n2)[C@H](O)[C@@H]1O	1	9	3	-5	-19	-2	7	-14	-3	6	6
CN(CCCC1CCCC1)C(=O)CC1C(=O)NCCN1Cc1cccc(F)c1F (stereo not given)	-2	20	3	1	10	2	0	-75	-12	-1	6
C=CCNC(=O)C1CC2Cn3c(nc4cc(C)c(C)cc43)C2N1C (stereo not given)	-10	-8	1	-13	-6	0	-10	-24	16	-2	-5
CCN(CC(=O)Nc1cc(Cl)ccc1-n1cncn1)Cc1nc2ccccc2c(=O)[nH]1	4	-8	-5	9	-1	10	3	-36	-4	11	7
Cc1cc(Br)ccc1SCC(=O)OCC(=O)NCc1ccc2c(c1)OCO2	5	2	5	3	4	-15	-14	3	4	0	6
O=C1CN(C(=O)Cn2ncc(Cl)c(Cl)c2=O)c2ccccc2N1	-25	94*	94*	-13	-46	94*	70*	19	-47	-24	-66
COc1ccc(CN2CCN(Cc3ccco3)CC2)cc1OC	-4	-18	-3	-18	-4	-7	14	16	-6	1	9
CCc1nc2c(OCc3ccc(Cl)cc3)cccn2c1N(C=O)Cc1ccccc1	3	-14	12	-6	·	-6	-7	5	-2	-7	1
O=C(c1ccccc1)c1coc2ccc(O)c(Cl)c12	-58	25	2	-60	-11	-2	-20	-60	-10	-28	-69
O=C(NCC1CCCO1)c1ccccc1-c1nc(-c2ccc(Cl)cc2)no1 (stereo not given)	5	-6	23	-6	5	28	-15	-32	-5	-5	-24
C[C@@H](NC(=O)c1nc[nH]c1C(=O)OCc1ccccc1)c1ccccc1	-6	-14	7	13	2	6	20	5	-16	-13	-13
Cc1ccccc1CC1(CO)CCCN(C(=O)c2ccccc2Cl)C1 (stereo not given)	-7	-5	-5	12	4	4	4	4	-2	14	12
COc1ccc(Oc2cc(C)c3cccc(C)c3n2)cc1	-4	3	10	9	3	-10	-3	8	1	11	4
Cn1c(=O)n(CCOc2ccc(Cl)cc2Cl)c2ccccc21	10	13	-13	14	-7	6	-34	-17	-17	-2	14
C/C(=N\NC(=O)c1ccc(C)cc1)C1C(=O)c2ccccc2C1=O	-26	7	-3	-42	-4	9	-61	-17	-14	-27	-65
OC1CCCN(C(=S)Nc2ccc(SC(F)F)cc2)C1 (stereo not given)	-14	-4	3	-6	-15	31	-15	-14	6	-24	-1
COc1ccccc1-c1cc(C(F)(F)F)nc(S(=O)(=O)CCCC(=O)N2CCOCC2)n1	-37	90*	38	-46	-19	-8	58*	83	-79*	-9	-15
Cc1ccc(-c2n[nH]c3c2CCC3)cc1	-30	5	-13	-5	-6	-18	-21	-13	-4	-15	-23
CC(C)CNc1c(N)n(CC(C)C)c(=O)[nH]c1=O	3	-4	4	16	0	2	22	-5	1	7	-30
COc1ccc(C2C(C(=O)NCC3CCCO3)c3cc(OC)c(OC)cc3C(=O)N2C)cc1OC (stereo not given)	7	-4	-6	7	6	-4	2	8	6	-5	20
CCCC[C@@H]1C=C(C(=O)O)[C@H](c2ccc(Cl)c(Cl)c2)N1S(=O)(=O)c1ccc(C)cc1	7	37	5	17	2	2	34	-13	5	3	11
Cc1ccc(C(=O)N2CCN=C2SCc2ccc([N+](=O)[O-])cc2)cc1C	2	-3	46	17	-2	1	8	9	4	0	16
CCOC(=O)[C@@H]1[C@H]2COc3ccc(Br)cc3[C@H]2N2C(=O)N(c3cccc(Cl)c3)C(=O)[C@]12C	-13	8	-20	-8	4	-2	5	22	-6	-7	15
CCCCc1nc(N2CCOCC2)c(C#N)c2c1COC(C)(C)C2	-4	16	-1	20	-18	-6	-8	18	-13	-8	-24
O=C(OC1CCS(=O)(=O)c2sccc21)c1ccccc1 (stereo not given)	-10	-16	-25	-48	-11	5	-24	-4	6	-7	12
O=C(Cn1ncc2c(=O)oc3ccccc3c21)N1CCCc2ccccc21	-3	8	-3	15	-2	-12	-8	1	-2	-6	4
CN(C)CCN(C(=O)c1ccc(C(=O)c2ccccc2)cc1)c1nc2cc3c(cc2s1)OCCO3	-38	-8	-17	-31	-8	-3	-17	-37	7	-22	-49
CCCn1c(SCC(=O)N2CCCc3ccccc32)nnc1-c1ccccn1	6	3	9	18	16	-8	-17	-9	1	19	-2
CC(C)N1CC2(CC(c3ccccc3C(F)(F)F)=NO2)CN1C(=O)c1ccc(C(C)(C)C)cc1 (stereo not given)	4	12	44	2	13	15	38	36	-7	-6	0
CCCC(c1nnnn1CC(=O)OCC)N(Cc1cc2c(C)cc(C)cc2[nH]c1=O)C1CCCC1 (stereo not given)	-8	4	11	-4	1	-3	1	8	10	-2	-18
O=C(NCc1ccccn1)c1ccc(Cl)c(S(=O)(=O)N2CCCCC2)c1	4	-19	-22	13	-4	-1	5	12	7	10	10
CC(C)N1C(=O)C2C(C(=O)NC3CCCCC3)C3C=CC2(O3)C1C(=O)NC1CCCC1 (stereo not given)	-8	-1	4	1	-2	-4	1	1	4	-9	1
CC(C)(C)OC(=O)N1O[C@H]2C[C@@H]1[C@@H]1[C@@H]2N=NN1C12CC3CC(CC(C3)C1)C2	8	3	-2	8	3	-3	-12	13	6	3	-20
COc1ccccc1C(=O)N(NC(=O)Oc1ccccc1)C(C)(C)C	14	11	-1	8	8	18	4	-14	-5	6	15
COc1ccc(NC(=S)N2CCC(N(C)CC3CCCO3)CC2)cc1 (stereo not given)	13	-2	6	12	7	0	-3	2	7	-3	4
COc1ccccc1C(=O)Nc1ccc(CN2CCCCC2)cc1	-1	-8	-15	10	-2	-16	-15	-1	-5	-3	0
CC(=O)Oc1c(I)cc(I)cc1C(=O)Nc1ccc(Cl)cc1	-3	70*	52*	14	12	20	52*	4	-39	-11	5
COC(=O)c1cc(NS(=O)(=O)c2ccc(N3CCC(C)CC3)c([N+](=O)[O-])c2)cc(C(=O)OC)c1	-20	3	5	12	5	-16	30	-14	-3	5	13
Cc1cc(C)c(NC(=O)C2CCCN2CCOC(=O)c2cccc([N+](=O)[O-])c2)c(C)c1 (stereo not given)	-15	-7	6	1	6	-5	13	0	4	-7	12
Cc1noc(C)c1N=Nc1ccccc1C(=O)O	3	10	4	11	-11	-9	7	16	-3	-14	15
COc1cc2ccccc2cc1C(=O)N1CCN(C)CC1	2	16	15	19	-16	-3	-15	11	1	-3	20
CCCS(=O)(=O)c1c(S(=O)(=O)CCC)c2cnccn2c1C(=O)c1ccc(Cl)cc1	4	8	-26	-8	-2	-6	-2	-14	2	10	-3
O=C1NC(=Nc2cccc([N+](=O)[O-])c2)SC1(CO)CO	-33	4	-2	-15	-4	12	-8	-5	8	6	-3
CCCOC1OC(=O)c2c1ccc(OC)c2OC (stereo not given)	-4	-1	-8	16	-6	-9	26	-10	-1	-1	1
